# PAFAH2 FP inh: inhibitors of human PAFAH2; Q99487; recombinant PAFAH2, FP-rhodamine activity probe, fluorescence polarization; inhibition, % at 3.39 µM; 340,000 compounds, 0.99% hits;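 active = inhibition above the mean over all tested compounds plus 3 SD, cut at about 30% in these data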;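 note: inhibitors block probe labeling of enzyme so polarization drops; 0% = enzyme with DMSO and 100% = wells lacking PAFAH2 protein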
# core dimer inh: blocks dimerization of HCV core protein | AID 1899 | 300,000 compounds, 0.33% hits | TR-FRET GST/Flag-core106 dimerization, 1536-well | inhibition, % at 5 µM;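 active = inhibition above the mean of all tested compounds plus 3 SD, set per screening campaign, cut at about 45% in these data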
#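 System – GST-tagged and Flag-tagged HCV core protein residues 1-106 · Repeats – one well for each compound · Technique – TR-FRET 671 and 617 nm emission · Doses – one concentration, 5 µM, in 0.5% DMSO · Times – 4 h, 22.5 °C incubation · Also added – Eu donor and XL665 acceptor anti-tag antibodies · Measure – percent inhibition of core106 dimerization signal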
# AHR activator: human AHR activation; P35869; AHR-responsive luciferase reporter cells, luminescence; activation, % at 5 µM; 320,000 compounds, 2.5% hits; in the data active = activation above about 47%;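 note: 0% = vehicle wells and 100% = reference agonist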
# CTSL1 counter: cathepsin L1 inhibition, PFM18AAP counter-screen; inhibition, % at 5.96 µM; 300,000 compounds, 0.49% hits; AID 1906; recombinant F. hepatica cathepsin L1, Z-Leu-Arg-MCA fluorescence;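 active = inhibition above the mean of all tested compounds plus 3 SD, set per screening campaign, cut at about 17% in these data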;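 note: 0% = plate median of test compound wells and 100% = 1 µM Z-Phe-Ala-diazomethylketone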
# TPT1 inh: inhibitors of Candida albicans tRNA 2'-phosphotransferase TPT1 | 300,000 compounds, 0.81% hits | recombinant caTPT1, FP RNA substrate dephosphorylation | inhibition, % at 5 µM;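 active = inhibition above the mean of all tested compounds plus 3 SD, set per screening campaign, cut at about 24% in these data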;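 note: plate controls were DMSO alone for no effect and ferristatin control at 100 nM for full effect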
# PP5 primary: blocks human protein phosphatase 5 activity. 320,000 compounds, 0.18% hits. purified PP5c, OMFP substrate fluorescence. P53041. inhibition, % at 6.7 µM;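 active = inhibition above the campaign's mean inhibition across all tested compounds plus 3 SD, cut at about 9.5% in these data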;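 note: 0% = DMSO only and 100% = 100 µM cantharidin control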
# Target sequence (P53041 whole entry, looked up): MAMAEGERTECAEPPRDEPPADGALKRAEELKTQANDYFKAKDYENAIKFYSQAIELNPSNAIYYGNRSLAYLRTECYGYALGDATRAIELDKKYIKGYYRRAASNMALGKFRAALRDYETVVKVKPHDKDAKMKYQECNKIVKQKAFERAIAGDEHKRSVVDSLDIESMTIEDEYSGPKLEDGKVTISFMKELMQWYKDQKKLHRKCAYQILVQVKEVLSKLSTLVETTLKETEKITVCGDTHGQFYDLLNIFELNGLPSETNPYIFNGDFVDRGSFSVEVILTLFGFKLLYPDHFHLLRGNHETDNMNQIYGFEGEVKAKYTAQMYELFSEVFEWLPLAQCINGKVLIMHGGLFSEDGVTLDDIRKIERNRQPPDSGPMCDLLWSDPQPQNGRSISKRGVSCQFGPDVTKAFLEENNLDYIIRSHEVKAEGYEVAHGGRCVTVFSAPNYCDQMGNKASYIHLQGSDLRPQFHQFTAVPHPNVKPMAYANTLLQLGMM
# PP1 inh: counter-screen for PP5 inhibitors: inhibitors of human PP1-alpha; P62136; purified PP1alpha, OMFP fluorescence; inhibition, % at 6.7 µM; 320,000 compounds, 0.9% hits;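 active = inhibition above the mean inhibition of all tested compounds plus 3 SD, computed separately for each screening campaign, cut at about 15% in these data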
# proCasp7 act: counter-screen: procaspase-7 (human) activation; recombinant procaspase-7, Ac-DEVD-pNA absorbance 405 nm; D23A/D198A/D206A triple mutant, cannot self-cleave; scale: DMSO 0, 5 µM enzyme 100; activation, % at 8.5 µM; P55210; 330,000 compounds, 0.093% hits; AID 463210;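 active = percent activation above the screen-wide mean plus 3 SD, cut at about 25% in these data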
# Target sequence (P55210 whole entry D23A/D198A/D206A): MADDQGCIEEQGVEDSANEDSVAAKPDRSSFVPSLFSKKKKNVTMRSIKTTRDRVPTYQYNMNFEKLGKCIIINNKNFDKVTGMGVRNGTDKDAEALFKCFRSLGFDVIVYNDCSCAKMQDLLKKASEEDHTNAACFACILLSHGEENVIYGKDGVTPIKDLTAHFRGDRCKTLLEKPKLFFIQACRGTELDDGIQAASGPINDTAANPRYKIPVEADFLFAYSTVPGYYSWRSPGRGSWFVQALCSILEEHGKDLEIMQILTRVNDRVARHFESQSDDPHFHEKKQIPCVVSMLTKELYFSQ
#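 System: Uncleavable procaspase-7 mutant enzyme; Amount: 2 µM procaspase-7 mutant as dispensed; Schedule: 1 h compound preincubation, 2 h substrate cleavage, 25 °C; Measured by: 405 nm absorbance of p-nitroaniline; Evaluation: percent activation from buffer-corrected 0–120 min absorbance change; Control set: low DMSO alone, high DMSO plus 5 µM PC-7.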
# procasp3 activ: procaspase-3 (human) activation; P42574; recombinant procaspase-3 D3A, Ac-DEVD-pNA absorbance 405 nm; activation, % at 8.5 µM; 330,000 compounds, 0.11% hits; AID 463141;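 active = activation above the mean of all tested compounds plus 3 SD, cut at about 21% in these data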;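 note: 0% = DMSO alone and 100% = DMSO wells spiked with extra 5 µM PC-3 D3A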
#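 Assay system – Procaspase-3 D3A mutant · Benchmarks – DMSO low control, extra-enzyme high control · Technique – 405 nm absorbance of p-nitroaniline, reads at 0 and 120 min · Doses – 8.5 µM nominal · Measure – % activation between DMSO and enzyme-spiked controls · Also added – Ac-DEVD-pNA chromogenic peptide substrate · Schedule – 1 h compound preincubation, 2 h substrate hydrolysis at 25 °C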
# The depositor's hits bear a star; · = not tested or not shown.
SMILES,PAFAH2 FP inh,core dimer inh,AHR activator,CTSL1 counter,TPT1 inh,PP5 primary,PP1 inh,proCasp7 act,procasp3 activ
O=C1N=c2ccccc2=C1c1[nH]c(=S)[nH]c1O,4,2,61*,-1,2,-0.7,5,2,-3
O=C(Nc1cc2c(oc1=O)CCCC2=O)c1ccccc1,-4,-1,62*,1,-2,0.6,-2,4,-2
CCN1CCCC1CNC(=O)c1ccc2c(c1)NC(=O)/C(=C\c1ccc(C)cc1)S2 (stereo unspecified),-6,-13,-2,0,-2,0.7,2,6,-3
CCn1nc(C)c(CN2CCCC(CO)(Cc3ccccc3)C2)c1C (stereo unspecified),-6,-3,2,-1,1,1.5,2,10,4
COc1ccc(NCc2nnc(SCc3ccc(Cl)cc3)n2-c2ccccc2)cc1,-5,3,0,6,-1,5.5,6,-1,5
O=C1OC(N2CCN(Cc3ccccc3)CC2)c2ccccc21 (stereo unspecified),5,0,3,-1,-4,-0.7,-6,1,1
CC(=O)Nc1ccc(NC(=O)c2ccco2)cc1,7,-11,2,-1,-3,1.7,3,-4,-1
CC(=O)Cn1ncc(N2CCOCC2)c(Br)c1=O,1,3,1,-4,-4,-2.4,-4,7,6
CC1CN(Cc2nc3c(c(=O)[nH]c(=O)n3C)n2CCN2CCOCC2)CC(C)O1 (stereo unspecified),2,-6,1,-1,6,0.3,-5,-8,2
O=C(Nc1ccccc1)N1CC=C(c2ccc(F)cc2)CC1,-2,8,-12,0,-2,3.5,2,7,-7
O=C(O)/C=C/c1cccc(OCc2ccccc2)c1,2,2,-1,1,-2,-0.9,-2,-8,2
CN(c1ccccc1)S(=O)(=O)c1cccc(NC(=O)CN2CCc3ccccc3C2)c1,7,6,-2,0,5,2.8,-3,11,2
O=C(N/C(=C/c1ccc(Cl)cc1)c1nc2ccccc2[nH]1)c1ccco1,-2,-3,70*,5,-1,0.8,0,-7,-2
O=C(Nc1cccc2nsnc12)c1ccc2c(c1)OCCO2,4,-5,20,0,2,3.0,-5,-11,-20
O=C(Nc1csc([N+](=O)[O-])c1)Nc1c(Cl)cccc1Cl,-2,-9,-3,-1,-1,2.7,-1,-7,-1
COc1ccc(-c2nc3ncccc3o2)cc1NC(=O)c1ccco1,-3,-7,76*,0,-3,1.0,-1,-3,5
CC(C)n1nccc1NS(=O)(=O)c1ccccc1,2,·,1,·,·,2.1,-1,-4,5
CCOC(=O)C(=O)c1cn(C2OCC(OC(C)=O)C(OC(C)=O)C2OC(C)=O)c2ccccc12 (stereo unspecified),-7,0,6,5,0,-0.9,1,10,1
O=C(NC1CCCCC1)C1CCN(C(=O)NCc2ccccc2)CC1,-7,0,1,7,1,-0.6,-5,-3,6
CCOc1cc(C=O)ccc1OCC(N)=O,1,-2,1,-1,-3,-0.6,-1,20,-1
CC(C)c1ncc(C(O)c2ccccc2)n1C (stereo unspecified),0,-1,1,-4,1,5.0,-1,6,1
CC(=O)Nc1ccc(S(=O)(=O)N2CC3(C)CC2CC(C)(C)C3)cc1 (stereo unspecified),0,3,-1,-5,-1,-1.5,-1,1,3
CC(C)c1onc(C(=O)N2CCN(C(c3ccccc3)c3ccccc3)CC2)c1[N+](=O)[O-],1,19,9,-1,2,-0.4,-3,-13,-6
O=C(O)c1ccc(/C=N/NC(=O)c2ccc(F)cc2)cc1,5,2,4,2,0,0.9,-2,2,-3
COC(=O)C1=C(C)NC(=O)CC1c1ccc(C(=O)OC)cc1 (stereo unspecified),-3,0,1,4,0,-1.0,-2,13,-1
CCOC(=O)N1CCC(NC(=O)C2CCN(S(=O)(=O)c3ccc4c(c3)oc(=O)n4C)CC2)CC1,4,4,2,-2,-1,1.8,-3,2,4
COc1ccc(-c2cc(C(F)(F)F)c(C#N)c(SCC(=O)O)n2)cc1OC,·,0,11,-1,0,0.4,-1,15,10
CCN(CC)C(=O)CSc1nc2ccc(NC(=O)CSc3nnc(N)s3)cc2s1,6,40,5,-1,-2,1.8,2,0,1
CC(=O)Nc1cccc(NC(=O)C2CC(=O)N(c3ccc(C)cc3)C2)c1 (stereo unspecified),-6,4,2,-4,0,0.1,-10,-5,2
Cc1cccc(-n2c(=O)c3c(n4cnnc24)-c2ccccc2CC32CCCCC2)c1,2,28,2,3,-1,0.8,1,2,8
CC(Sc1nncn1C)C(=O)NCCC1=CCCCC1 (stereo unspecified),7,·,0,·,·,·,·,1,7
Cc1ccccc1-n1c(CSC(=N)N)nc2ccccc2c1=O,9,0,-2,1,0,3.1,-1,-2,-5
CCCCc1nnc(NC(=O)CSc2nc(C)cc(=O)[nH]2)s1,-3,-1,-1,5,0,1.7,-1,-1,-8
CCNC(=O)CC1C(=O)N(c2ccccc2)C(=O)N1CCc1ccc(OC)c(OC)c1 (stereo unspecified),-6,3,-1,1,-1,4.2,1,-1,8
CC1=NN(C(=O)c2cc(C)nn2C)C(O)(C(F)(F)F)C1 (stereo unspecified),-3,-5,9,-2,-3,1.6,-7,2,-4
COC(=O)Nc1ccc(S(=O)(=O)N2CCCC(C(=O)N3CCC(C)CC3)C2)cc1 (stereo unspecified),2,-9,6,0,-2,-8.8,-8,-5,3

# At a glance, 12 of the compounds above:
SMILES,PAFAH2 FP inh,core dimer inh,AHR activator,CTSL1 counter,TPT1 inh,PP5 primary,PP1 inh,proCasp7 act,procasp3 activ
O=C1N=c2ccccc2=C1c1[nH]c(=S)[nH]c1O,4,2,61*,-1,2,-0.7,5,2,-3
O=C(Nc1cc2c(oc1=O)CCCC2=O)c1ccccc1,-4,-1,62*,1,-2,0.6,-2,4,-2
CCN1CCCC1CNC(=O)c1ccc2c(c1)NC(=O)/C(=C\c1ccc(C)cc1)S2 (stereo unspecified),-6,-13,-2,0,-2,0.7,2,6,-3
CCn1nc(C)c(CN2CCCC(CO)(Cc3ccccc3)C2)c1C (stereo unspecified),-6,-3,2,-1,1,1.5,2,10,4
COc1ccc(NCc2nnc(SCc3ccc(Cl)cc3)n2-c2ccccc2)cc1,-5,3,0,6,-1,5.5,6,-1,5
O=C1OC(N2CCN(Cc3ccccc3)CC2)c2ccccc21 (stereo unspecified),5,0,3,-1,-4,-0.7,-6,1,1
CC(=O)Nc1ccc(NC(=O)c2ccco2)cc1,7,-11,2,-1,-3,1.7,3,-4,-1
CC(=O)Cn1ncc(N2CCOCC2)c(Br)c1=O,1,3,1,-4,-4,-2.4,-4,7,6
CC1CN(Cc2nc3c(c(=O)[nH]c(=O)n3C)n2CCN2CCOCC2)CC(C)O1 (stereo unspecified),2,-6,1,-1,6,0.3,-5,-8,2
O=C(Nc1ccccc1)N1CC=C(c2ccc(F)cc2)CC1,-2,8,-12,0,-2,3.5,2,7,-7
O=C(O)/C=C/c1cccc(OCc2ccccc2)c1,2,2,-1,1,-2,-0.9,-2,-8,2
CN(c1ccccc1)S(=O)(=O)c1cccc(NC(=O)CN2CCc3ccccc3C2)c1,7,6,-2,0,5,2.8,-3,11,2

# Additional compounds.
SMILES,PAFAH2 FP inh,core dimer inh,AHR activator,CTSL1 counter,TPT1 inh,PP5 primary,PP1 inh,proCasp7 act,procasp3 activ
CCCN1CCN(C(=O)CCn2c(=O)c3cccn3c3cccnc32)CC1,5,1,24,-2,-4,-0.6,-7,11,-5
C[C@H](CO)N1C[C@H](C)[C@@H](CN(C)C)Oc2c(NS(=O)(=O)c3cn(C)cn3)cccc2C1=O,1,·,1,·,·,·,·,13,-3
O=C(NC1CCCCC1)C(c1ccccc1)N(Cc1ccco1)C(=O)c1csnn1 (stereo unspecified),8,7,0,-9,-2,1.0,2,-10,6
Cc1nc2c(C)cccc2cc1C(=O)N/N=C/c1cccc([N+](=O)[O-])c1,2,8,1,1,1,2.3,1,5,-4
O=C(OCc1ccc([N+](=O)[O-])cc1)C1CC(=O)N(Cc2ccccc2)C1 (stereo unspecified),-7,·,1,·,·,·,·,-7,-2
CCOC(=O)CC(=O)CSc1nc2c(C)c(C)ccc2cc1C,-12,2,8,3,3,1.6,-1,6,-3
C=CCOc1ccc(/C=C2\SC(N)=NC2=O)cc1OC,4,-1,13,5,4,-0.3,-3,5,-9
COc1ccc(CCC(=O)Nc2ccc(Cn3ccnc3)cc2)cc1,-1,-9,11,2,-3,4.5,-3,-4,-5
CCOc1ccc(NC(=S)Nc2cc(C)[nH]n2)cc1,-6,-3,13,-3,-1,-0.6,-1,-8,-9
COc1ccccc1NC(=O)CN(c1ccccc1F)S(C)(=O)=O,0,4,6,3,-1,-1.5,-1,-2,3
O=C(Nc1nn[nH]n1)c1cc(-c2ccc(Cl)c(Cl)c2Cl)nc2ccccc12,0,-3,-2,-3,-3,1.9,7,-13,2
COc1cc(/C=C/C(=O)O)ccc1OS(=O)(=O)c1cc(C)ccc1C,-2,-4,2,2,-1,0.5,2,-5,1
N#Cc1ccc(NC(=O)COC(=O)CCc2ccc(S(=O)(=O)N3CCCCC3)cc2)cc1,19,-5,1,-1,2,4.2,0,3,-2
Cc1nnc(SCC(=O)Nc2cc(S(C)(=O)=O)ccc2Cl)n1Cc1ccccc1,-5,-7,0,-1,0,2.8,1,-2,0
CC(=O)CCC(=O)N1CCCC(N2CCN(c3cccc(Cl)c3)CC2)C1 (stereo unspecified),1,-5,-2,2,-5,0.7,4,-5,8
COC(=O)c1ccc(C2=NOC(C)(c3nnc(-c4cccc(Cl)c4)o3)C2)cc1 (stereo unspecified),-4,0,-1,-2,-2,3.5,-2,-1,6
Cc1cc(/C(=N/O)C(C)(C)NO)ccc1Cl,-4,-1,-5,-1,-1,1.3,-3,-1,-8
O=C(Nc1ccc2c3c(cccc13)CC2)c1ccc(Br)o1,6,5,1,-1,0,3.4,2,2,2
CCc1cc2ccccc2nc1Cl,1,-1,2,1,-2,-1.6,0,16,1
O=C(NNc1c(Cl)cccc1Cl)c1sccc1Cl,0,-7,6,3,-6,3.1,-1,-5,-6
Cc1nn(S(=O)(=O)c2ccc([N+](=O)[O-])cc2)c(C)c1Sc1ccccc1,-5,-1,3,6,-3,0.1,-1,-2,0

# High-throughput results: PubChem, The Scripps Research Institute Molecular Screening Center
